Runt-SMMHC FRET = inhibitors of human RUNX1 Runt domain binding to CBFb-SMMHC. Q01196+Q13951. Cerulean-Runt/Venus-CBFb-SMMHC FRET ratio 530/480, 1 h. inhibition, % at 20 µM. actives 0.74% (n = 220,000). AID 1434;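 active = mean inhibition across duplicate retests at 20 µM reaching about 50%, limit read from the data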;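 note: 0% = DMSO wells and 100% = wells with excess untagged CBFb-SMMHC; inhibitors lower the FRET ratio by blocking Runt binding to CBFb-SMMHC; some results filed as inactive read as strong as hits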
Target sequence (Q01196 whole entry, looked up, the tested form may be a part): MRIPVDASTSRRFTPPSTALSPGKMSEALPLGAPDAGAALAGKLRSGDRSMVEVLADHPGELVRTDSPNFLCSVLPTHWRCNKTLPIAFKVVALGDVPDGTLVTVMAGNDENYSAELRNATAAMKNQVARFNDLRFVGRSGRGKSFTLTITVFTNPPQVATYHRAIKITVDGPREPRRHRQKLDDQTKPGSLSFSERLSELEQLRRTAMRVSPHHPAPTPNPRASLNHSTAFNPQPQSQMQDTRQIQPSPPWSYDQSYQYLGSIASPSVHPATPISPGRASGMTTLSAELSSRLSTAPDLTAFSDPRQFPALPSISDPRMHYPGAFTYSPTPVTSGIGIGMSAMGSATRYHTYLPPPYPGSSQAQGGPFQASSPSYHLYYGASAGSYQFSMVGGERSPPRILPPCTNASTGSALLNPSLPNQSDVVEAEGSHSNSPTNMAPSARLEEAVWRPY
Target sequence (Q13951 whole entry, looked up, the tested form may be a part): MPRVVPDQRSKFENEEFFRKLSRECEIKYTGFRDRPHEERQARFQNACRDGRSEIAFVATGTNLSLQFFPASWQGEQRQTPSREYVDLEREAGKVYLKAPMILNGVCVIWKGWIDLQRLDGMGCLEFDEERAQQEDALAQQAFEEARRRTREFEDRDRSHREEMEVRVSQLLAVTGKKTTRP
EP2 antag = blocks the human prostaglandin E2 receptor EP2 | inhibition, % at 25 µM | actives 0.52% (n = 260,000) | C6 glioma cells expressing human EP2, cAMP TR-FRET; cells stimulated with saturating PGE2 | P43116;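 active = percent inhibition above 40 after rounding to a whole number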;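 note: rat C6 glioma host cells with rolipram phosphodiesterase inhibitor present; the protocol text gives 20 µM as final concentration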
Target sequence (P43116 whole entry, looked up): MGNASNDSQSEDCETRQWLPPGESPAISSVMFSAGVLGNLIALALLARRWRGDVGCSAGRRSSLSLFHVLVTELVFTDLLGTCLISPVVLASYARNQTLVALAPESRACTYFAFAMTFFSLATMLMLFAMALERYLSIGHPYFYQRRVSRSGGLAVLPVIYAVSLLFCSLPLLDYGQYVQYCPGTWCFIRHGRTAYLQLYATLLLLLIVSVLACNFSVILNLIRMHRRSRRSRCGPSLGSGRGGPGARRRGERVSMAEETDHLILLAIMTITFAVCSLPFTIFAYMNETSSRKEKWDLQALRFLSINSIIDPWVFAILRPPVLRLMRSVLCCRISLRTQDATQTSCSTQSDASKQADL
Runt-CBFb FRET = blocks binding of human RUNX1 Runt domain to CBFb. inhibition, % at 20 µM. Q01196+Q13951. Cerulean-Runt/Venus-CBFb FRET ratio 530/480, 1 h. actives 0.46% (n = 220,000);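 active = inhibition over about 50% at 20 µM in the single-dose screen, limit read from the data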;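 note: 0% = DMSO wells and 100% = excess unlabeled CBFb competitor control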
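Measured by: fluorescence energy transfer, 422 nm excitation, 530/480 nm emission; test system: Cerulean-tagged RUNX1 Runt domain (FRET donor) fusion protein; buffer or medium: Tris pH 7.5 buffer with BSA; compound: one dose, 20 µM compound, 1% DMSO; times: two 1 h room-temperature incubations shielded from light; benchmarks: unlabeled CBFb 5 µM, positive control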
zVAD death inh = blocks zVAD induced death of L929 cells. viability rescue, % at 10 µM. L929 zVAD necroptosis rescue, ATP luminescence, 24 h; with zVAD 60 µM. actives 0.38% (n = 220,000);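 active = activation, scaled between plate controls, above about 75%, limit read from the data; inactive = activation under that limit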;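 note: 0% = zVAD with DMSO and 100% = DMSO alone without zVAD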
RBBP9 inhibitor = human RBBP9 hydrolase inhibition. O75884. recombinant RBBP9, FP-Rh probe fluorescence polarization. inhibition, % at 7.94 µM. actives 0.2% (n = 220,000). AID 1515;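 active = inhibition above the campaign mean of all tested compounds plus 3 SD, cut at about 14% in these data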;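 note: plate controls were DMSO wells with RBBP9 for no effect and wells lacking RBBP9 protein for full effect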
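system = RBBP9 protein | input = RBBP9 at 2.5 µM in dispensed solution, before mixing | measured by = fluorescence polarization (mP), excitation 525 nm, emission 598 nm | incubation = enzyme-compound preincubation 30 min, then probe labeling 45 min, 25 °C | buffer or medium = Tris-NaCl-Pluronic buffer, pH 8.0 | compound = single dose 7.94 µM | also added = FP-Rh probe, 375 nM dispensing solution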
PERK inh = inhibitors of human PERK kinase | inhibition, % at 5.6 µM | CHO PERK-DD fusion, SEAP luminescence translation reporter | actives 0.17% (n = 220,000) | AID 1416 | Q9NZJ5;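 active = inhibition above the mean inhibition of all tested compounds plus 3 SD, set separately per screening campaign, cut at about 2.9% in these data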;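 note: PERK kinase domain activated by AP20187 dimerizer at 100 nM; 0% = DMSO with dimerizer and 100% = rapamycin at 8.4 µM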
EP2 mod = EP2 receptor (human) modulation. actives 0.83% (n = 260,000). AID 940. EP2-expressing cells, cAMP HTRF FRET, PGE2 co-stimulation. induction, % at 25 µM;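 active = compounds whose cAMP rise, as percent of the full-agonist control response, exceeds 60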;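 note: rat C6 glioma line stably carrying human EP2 under a CMV promoter; the protocol text gives 20 µM as final concentration; 100% = response of wells given 1 µM PGE2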
TNF death inh = inhibitors of TNF-alpha induced necroptosis in Jurkat FADD-/- cells | Jurkat FADD-/- TNF necroptosis rescue, ATP luminescence, 24 h; 0 = TNF only, 100 = no-TNF cells | activation (protection from cell death), % at 10 µM | actives 0.068% (n = 220,000);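 active = activation, meaning protection from cell death, of at least 50% relative to plate controls; inactive = activation below 50%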;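 note: necroptosis triggered by 40 ng/mL TNF-alpha added together with compound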
Hck-Nef inh = human Hck-Nef kinase inhibition; P08631; inhibition, % at 20 µM; Recombinant Hck-YEEI plus Nef, Z-Lyte FRET kinase assay; actives 0.68% (n = 220,000);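 active = Hck-Nef kinase inhibition above about 50%, limit read from the data; inactive = inhibition below that limit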;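 note: 0% = DMSO with Hck plus Nef and 100% = Hck alone without Nef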
* hit, by the source's call; / = no result given; & = joins results of further samples. This is a subset, so the mix of outcomes need not match the whole.

SMILES	Runt-SMMHC FRET	EP2 antag	Runt-CBFb FRET	zVAD death inh	RBBP9 inhibitor	PERK inh	EP2 mod	TNF death inh	Hck-Nef inh
O=C1CC(c2ccccc2)n2nc(NS(=O)(=O)c3ccccc3)nc2N1 (stereo unspecified)	-8	14	1	0.6	-5	-0.2	21	-0.6	-2
O=C(O)c1ccccc1N1C(=O)C2C3CCC(C3)C2C1=O (stereo unspecified)	-6	11	3	2.1	4	0.6	6	-0.1	26
O=C(N/N=C/c1ccc(Br)o1)c1cccnc1	2	6	0	0.5	-4	0.9	-4	2.7	-11
O=[N+]([O-])c1ccc2c(c1)C(O)n1nc(-c3ccccc3)nc1S2 (stereo unspecified)	3	3	-1	0.1	10	1.4	11	0.6	29
Nc1cc(=O)[nH]c(SCC(=O)Nc2cc(Cl)cc(Cl)c2)n1	2	5	2	0.2	2	0.4	-4	2.1	0
COC(=O)c1cc(=O)n(CCc2ccc(OC)cc2)c(=Nc2ccc(F)c(Cl)c2)s1	2	11	1	-0.9	-4	0.5	12	-1.9	0
Clc1ccc(-c2nn3c(-c4ccccc4)nnc3s2)cc1	1	5	0	0.1	17*	0.2	73*	-2.0	2
O=C(NCC(c1cccs1)N1CCOCC1)c1cc([N+](=O)[O-])ccc1Cl (stereo unspecified)	-1	10	1	-0.5	-3	0.3	-7	2.0	0
COC(=O)c1[nH]c2ccc(C)cc2c1NC(=O)CCN1CCN(Cc2ccc3c(c2)OCO3)CC1	2	9	-1	-0.1	-2	-0.2	-46	-3.6	2
CN1CCN(C(=S)NC(=O)c2ccc(C(C)(C)C)cc2)CC1	0	12	-2	0.0	1	-1.0	5	-0.4	6
CCOC(=O)c1cn(-c2ccc(F)c(F)c2)c2c(F)c(F)c(F)c(F)c2c1=O	0	/	1	-0.2	8	0.7	16	-8.9	0
CCn1cc(Br)c(C(=O)Nc2ccc(Cl)cc2Cl)n1	0	5	-3	1.0	-1	-0.7	19	1.3	4
O=C(NC1CCCCC1)N1CCc2[nH]c3ccccc3c2C1	-52	20	-36	3.3	-2	0.4	-49	-2.3	1
O=C(CNC(=O)C(c1ccccc1)c1ccccc1)N/N=C\c1cccc(O)c1	-8	8	0	-0.5	-1	0.8	-24	0.4	2
CC(=O)Nc1ccc(NC(=S)NC(=O)c2ccc([N+](=O)[O-])c(C)c2)cc1	-6	-1	-1	1.8	7	0.0	-13	2.0	4
O=C(O)CSc1nnc(CSc2nc3ccccc3s2)n1-c1ccccc1	1	7	0	1.7	-2	0.6	22	0.2	23
O=S(=O)(c1ccc(Cl)cc1)N1CCNCC1	1	10	0	-0.4	11	2.1	-6	1.6	-25
O=C(NC12CC3CC(CC(C3)C1)C2)N1CCC(O)(c2ccc3c(c2)OCO3)CC1	-8	3	0	0.3	-5	1.7	24	-0.6	-2
CC(C)c1cc(C(=O)NCc2ccco2)no1	-4	11	2	0.1	-6	1.2	19	-0.1	23
COc1ccc(NC(=O)c2ccccc2NC(=O)C2CCCO2)cc1 (stereo unspecified)	-8	2	-2	-0.5	-10	-0.6	-13	-1.1	1
O=S(=O)(c1ccc2ccccc2c1)N(CC1CO1)c1ccccc1 (stereo unspecified)	-7	13	2	-1.7	-5	0.2	14	-5.4	14
CCCCC(=O)Nc1ccc(C(=O)Nc2cc(C(F)(F)F)ccc2Cl)cc1	2	8	2	/	-8	0.3	21	6.7	2
C1=CC2CC1CC2CN1CCN(c2ccccc2)CC1 (stereo unspecified)	-2	6	0	0.1	-13	0.6	-10	1.5	-4
Cc1[nH]c2ccc(-c3nnc(SCC(=O)NCc4ccco4)n3Cc3ccccc3)cc2c1C	4	18	-4	-0.3	9	-1.9	-49	-1.2	-1
COc1ccc2cc(C(=O)NCC(=O)O)sc(=O)c2c1OC	2	/	1	-0.1	-11	1.0	23	-1.0	0

Look-ups from the entries so far:
O=S(=O)(c1ccc2ccccc2c1)N(CC1CO1)c1ccccc1 (stereo unspecified) in zVAD death inh: -1.7
O=C1CC(c2ccccc2)n2nc(NS(=O)(=O)c3ccccc3)nc2N1 (stereo unspecified) in PERK inh: -0.2

(listing goes on)
SMILES	Runt-SMMHC FRET	EP2 antag	Runt-CBFb FRET	zVAD death inh	RBBP9 inhibitor	PERK inh	EP2 mod	TNF death inh	Hck-Nef inh
Cc1cc(NC(=O)c2ccc(NC(=O)c3cccs3)cc2)no1	5	7	-2	9.4	-6	-1.2	5	4.9	-2
O=C(NC(=S)Nc1ccc(S(=O)(=O)N2CCCCC2)cc1)c1ccccc1	1	26	3	-0.5	1	1.2	-11	-3.8	0
CCOc1ccc(CN(C(=O)c2ccco2)C2CCS(=O)(=O)C2)cc1 (stereo unspecified)	3	14	-3	-0.3	-6	0.2	24	-3.9	2
COc1cc(/C=N/Nc2ncc(C(F)(F)F)cc2Cl)cc(OC)c1O	31	16	26	0.5	-3	0.0	-58	0.0	6
CN(Cc1cnn(C)c1)S(=O)(=O)c1cccc([N+](=O)[O-])c1	3	3	1	0.6	-2	-0.2	-7	1.1	10
Cc1nn(CC2CC2)c(=O)n1-c1ccccc1	0	2	0	1.9	-13	-0.5	19	49	21
c1ccc(CC2CCN(c3nc4ccccc4n4nnnc34)CC2)cc1	3	15	5	-0.3	-6	0.5	22	-1.1	-11
O=C(CN(CC1CCCO1)C(=O)CNS(=O)(=O)c1ccccc1)NCc1ccco1 (stereo unspecified)	1	6	3	1.4	-4	0.4	-16	-0.3	21
N/C(Cc1ccc(Cl)cc1Cl)=N\OC(=O)Cc1ccccc1	3	8	1	0.9	3	1.2	-1	3.7	1
O=C(CN1CCOCC1)Nc1ncc(Cc2ccccc2Cl)s1	-6	7	1	-0.4	-4	1.0	-16	-4.3	2
O=C(O)c1cc([N+](=O)[O-])c(N2CCCC2)c([N+](=O)[O-])c1	-2	8	-6	1.4	4	1.5	1	2.6	0
Cn1c(SCC(=O)c2ccc3c(c2)Cc2ccccc2-3)nnc1-c1cccc(N)c1	3	11	10	0.3	-6	-0.4	-80	1.7	12
Cc1nnc(N)s1	2	7	0	-0.6	1	1.5	10	1.2	21
O=S(=O)(Cc1ccccc1)N1CCn2c(nc3ccccc32)C1	-7	9	1	0.9	-3	1.2	-12	0.7	0
CCOc1ccc(N2C(=O)CSC2c2ccncc2)cc1 (stereo unspecified)	-2	7	-3	0.2	-10	-0.2	24	-0.9	-1
COc1ccc(/C(C)=N\NS(=O)(=O)c2ccccc2)cc1OC	-3	5	0	1.4	1	1.2	8	0.6	1
Cc1ccc(C(=O)Nc2ccc3nc(C)sc3c2)s1	-7	16	-2	-0.4	-7	-1.3	-1	-0.4	-20
CCCCN(CC)Cc1ccc(CNC(=O)Nc2ccc(F)cc2)o1	-5	9	-1	1.3	-2	-1.9	-2	5.3	2
CCC(NC(=O)Nc1cc(OC)c(OC)c(OC)c1)(C(F)(F)F)C(F)(F)F	2	12	-4	1.4	-4	0.3	-62	1.9	0
Cc1cc(C(=O)CSc2cccc[n+]2[O-])c(C)n1-c1ccccc1	-2	9	4	0.2	-4	1.7	-6	-1.9	5
CCc1nc(-c2ccc(-c3ccc(OC)cc3)nc2OC)no1	-1	6&5	-7	0.0	-4	-1.0	18&16	-0.5	0
CC(=O)c1c(O)cc(O)cc1CC(=O)O	-18	17	-4	0.1	6	0.6	13	-0.3	8
CC(C)(C)NC(=O)COC(=O)/C=C/c1ccccc1[N+](=O)[O-]	1	6	0	-0.6	-3	0.1	13	-0.9	5
COC(Cc1n[nH]c(=S)n1-c1ccccc1)OC	2	3	-45	0.2	-3	0.9	-3	-2.0	0
CC(C)CCN1CCN(C2CSCCSC2)CC1CCO (stereo unspecified)	-1	17	1	3.5	-12	0.3	19	0.1	15
Further entries follow.
SMILES	Runt-SMMHC FRET	EP2 antag	Runt-CBFb FRET	zVAD death inh	RBBP9 inhibitor	PERK inh	EP2 mod	TNF death inh	Hck-Nef inh
Cn1c(C(=O)O)c(CC(=O)Nc2ccc(F)cc2F)c2ccccc21	-8	8	-2	0.1	-6	0.8	16	-2.0	0
O=C(NCC1CCCO1)C(=O)NCC(c1ccco1)N1CCN(c2ccc(F)cc2)CC1 (stereo unspecified)	3	5	1	0.5	-6	-0.5	-1	0.7	5
COC(=O)c1[nH]c2ccc(C)cc2c1NS(=O)(=O)c1ccc(F)c(C)c1	-6	/	-1	1.0	5	0.0	63*	1.9	4
CC(=O)c1ccc(NC(=S)N2CCCCCC2)cc1	-2	5	0	0.9	-2	0.7	12	-0.5	-7
COC(=O)c1c(C)c(C)nc(N)c1C#N	-6	8	-2	-0.2	0	0.2	24	-0.8	1
Cc1ccc(S(=O)(=O)N2CCC(=O)N(C(COCc3ccc(C(F)(F)F)cc3)C(C)C)CC2)cc1 (stereo unspecified)	-10	14	-15	-0.6	-5	-0.7	51	-0.7	0
Cn1c(SCCS(=O)(=O)c2ccc(Cl)cc2)nnc1-c1ccccc1	-4	17	-1	-0.2	-1	-0.2	42	2.7	0
Cc1cccc(N(C(=O)c2csnn2)C(C(=O)NC(C)(C)C)c2cccnc2)c1 (stereo unspecified)	-1	4	0	0.3	-4	-0.1	-5	1.1	13
CCc1ccc(/C=C2/SC(=S)N(CC(=O)Nc3nc4ccccc4s3)C2=O)cc1	-8	10	2	0.6	-9	0.3	16	-1.8	-1
COCCNC(=O)C(C)Oc1ccc(Cl)cc1Cl (stereo unspecified)	2	/	-1	-0.9	-4	-0.2	39	-0.8	-4
CCC(=O)Nc1cccc(NC(=S)NC(=O)c2ccccc2C)c1	0	5	1	0.4	-5	-0.1	-59	-2.0	17
Cn1nc(C(=O)NNC(=O)COc2ccccc2)c2ccccc2c1=O	1	4	0	1.0	1	0.4	0	1.7	0
Cc1cc(C)n(CCC(=O)N/N=C/c2ccc(O)cc2O)n1	4	9	5	3.5	-4	0.3	1	-2.1	4
CCCc1ccc(Oc2coc3cc(OCC(=O)Nc4ccccc4C)ccc3c2=O)cc1	1	3	0	0.0	-11	1.3	26	1.9	4
C=CCC1(NC(C)c2ccccc2)CCCCC1 (stereo unspecified)	3	10	-2	0.3	-1	0.9	31	1.2	8
COc1cc(/C=C/C(=O)OCC(=O)Nc2ccc3c(c2)OCCO3)ccc1OCC#N	3	12	-2	0.4	-7	0.7	-3	2.1	3
OCCCNCc1ccc(-c2ccccc2)cc1	-4	7	0	0.6	-1	1.1	-33	4.3	-75
Cc1cc(N/C(=N\S(=O)(=O)c2ccc(F)cc2F)c2ccccc2)no1	0	/	10	0.5	-8	-0.2	32	-1.5	2
CC(=O)Oc1oc(-c2ccccc2)nc1C=Nc1ccccc1	-4	10	-4	0.0	-1	0.6	-30	-0.5	1
COC(=O)C(NC(=O)C(CC(C)C)NC(=O)C1CCC(C)CC1)C(C)C (stereo unspecified)	0	6	0	0.1	-5	-0.2	46	-0.3	3
